Bioassay records (PubChem BioAssay)
hcDAF12 agonist = H. contortus DAF-12 activation, primary screen | HEK293 hcDAF-12 lit1-tk-luc reporter, luminescence; 0% DMSO, 100% Δ7-dafachronic acid | activation, % at 6.8 µM | 370,000 tested, 1.4% active | AID 652067;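 active = activation above the mean of all tested compounds plus 3 SD, cut at about 5.5% in these data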;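 note: 100% = response to 3 µM Δ7-dafachronic acid high control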
hgDAF12 agonist = activates the H. glycines DAF-12 receptor ligand-binding domain | activation, % at 6.8 µM | HEK293 GAL4-hgDAF12 UAS-luciferase reporter, agonist luminescence; normalized to butyrate control | AID 687014 | 370,000 tested, 1.8% active;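 active = activation above a cutoff set at the mean of all screened compounds plus 3 SD, cut at about 10% in these data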;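 note: 0% = DMSO wells and 100% = sodium butyrate wells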
SMARCA2 act = increases SMARCA2 function in MMTV reporter cells; MG213 cells, MMTV-luciferase reporter, dexamethasone, overnight; activation, % at 9.1 µM; 370,000 tested, 1% active; in the data active = activation above about 7.8%;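 note: 0% = vehicle wells and 100% = reference activator wells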
PLCg1 inh = blocks human PLC-gamma1 enzyme activity; P19174; purified PLC-gamma1, fluorogenic substrate, fluorescence; inhibition, % at 12.2 µM; 370,000 tested, 0.84% active; AID 720700; in the data active = inhibition above about 9.5%
PLC-beta3 inh = PLC-beta3 (human) inhibition, primary screen; Q01970; Purified PLC-beta3, fluorogenic substrate, fluorescence; inhibition, % at 12.2 µM; 370,000 tested, 0.18% active; AID 720704; in the data active = inhibition above about 11%;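 note: 0% = median of compound wells on plate and 100% = full blocker control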
DAX1 inh-1 = DAX1 (NR0B1) inhibition, primary screen; HEK293T StAR-luciferase reporter, SF-1/DAX-1 repression relief; inhibition, % at 6.8 µM; 370,000 tested, 1.1% active; AID 652010;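 active = inhibition above the mean over all tested compounds plus 3 SD, cut at about 3.6% in these data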;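 note: 0% = DAX-1 cells with DMSO and 100% = cells lacking DAX-1 with DMSO; higher inhibition means more luminescence from relief of DAX-1 repression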
NR1D1 modulator = Rev-erb alpha (human) modulation; activity, % at 10 µM; 370,000 tested, 0.79% active; Rev-erbα–FITC-DNA binding, fluorescence polarization, 90 min; P20393;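 active = activity above about 14%, limit read from the data; passing the limit was not always enough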;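 note: 0% = DMSO wells with 35 nM protein and 100% = DMSO wells with 750 nM protein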
MBD2 inh = MBD2-methylated oligo binding inhibition | Q9UBB5 | TR-FRET, MBD2 binding to methylated oligonucleotide | inhibition, % at 4.4 µM | 370,000 tested, 0.31% active | AID 686964; in the data active = inhibition above about 13%
Target sequence (Q9UBB5 whole entry, looked up): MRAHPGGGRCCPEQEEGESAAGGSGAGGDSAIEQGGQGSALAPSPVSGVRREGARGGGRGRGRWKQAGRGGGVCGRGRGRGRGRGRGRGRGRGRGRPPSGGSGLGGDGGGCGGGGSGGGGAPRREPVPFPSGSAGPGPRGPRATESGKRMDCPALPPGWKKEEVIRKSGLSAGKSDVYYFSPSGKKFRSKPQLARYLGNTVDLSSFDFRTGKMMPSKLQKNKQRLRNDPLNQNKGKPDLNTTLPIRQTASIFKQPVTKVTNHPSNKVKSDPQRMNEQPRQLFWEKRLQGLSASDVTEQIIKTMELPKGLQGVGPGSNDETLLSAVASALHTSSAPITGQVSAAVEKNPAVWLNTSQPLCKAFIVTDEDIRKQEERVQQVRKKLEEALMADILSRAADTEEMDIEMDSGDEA
ADAM17 inh = inhibitors of human ADAM17; P78536; recombinant ADAM17, EDANS/DABCYL FRET peptide cleavage; inhibition, % at 6.95 µM; 370,000 tested, 0.83% active; AID 720648;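 active = inhibition above the mean of compounds lying between control limits plus 3 SD, set per campaign, cut at about 8.5% in these data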;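 note: 0% = DMSO-only wells as the low control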
DAX1 inh-2 = NR0B1 (DAX1) inhibition | P51843 | HEK293 Gal4-DAX1 luciferase reporter, luminescence | inhibition, % at 6.75 µM | 340,000 tested, 0.99% active | AID 504766;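 active = inhibition above the mean over all tested compounds plus 3 SD, cut at about 4.2% in these data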;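 note: 0% = DAX1-transfected cells with DMSO and 100% = empty-vector control cells with DMSO; inhibition shows as a rise in luminescence from relieved DAX1 repression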
Target sequence (P51843 207-470 limits assumed): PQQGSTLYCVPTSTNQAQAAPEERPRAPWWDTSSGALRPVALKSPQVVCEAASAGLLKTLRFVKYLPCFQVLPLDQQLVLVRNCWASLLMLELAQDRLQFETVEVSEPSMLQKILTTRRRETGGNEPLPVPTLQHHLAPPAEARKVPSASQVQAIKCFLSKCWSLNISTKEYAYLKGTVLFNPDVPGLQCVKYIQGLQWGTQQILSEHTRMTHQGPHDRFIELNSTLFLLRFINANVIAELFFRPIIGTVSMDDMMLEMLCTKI
ssDAF-12 act = S. stercoralis DAF-12 activation, primary screen | 370,000 tested, 1% active | HEK293 ssDAF-12/GRIP1 lit1-tk-luc reporter, luminescence; % of 3 µM dafachronic acid response | activation, % at 6.8 µM;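 active = activation above the mean over all tested compounds plus 3 SD, cut at about 0.9% in these data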;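 note: 0% = DMSO-only wells and 100% = 3 µM delta7-dafachronic acid wells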
Starred values were filed as active, the others as inactive; i = inactive; · = not tested or not shown.

SMILES	hcDAF12 agonist	hgDAF12 agonist	SMARCA2 act	PLCg1 inh	PLC-beta3 inh	DAX1 inh-1	NR1D1 modulator	MBD2 inh	ADAM17 inh	DAX1 inh-2	ssDAF-12 act
COc1ccc(C(=O)NCCCCCC(=O)O)cc1OC	0.9	2.0	0	4	4	0.1	5	1	-3	-0.1	-1.2
Cc1ccnc(NC(=O)CCc2c[nH]c3ccccc23)c1	4.7	8.1	3	2	-6	1.7	7	-5	-4	0.9	0.3
O=S(NCc1ccco1)C12CC3CC(CC(C3)C1)C2 (stereo not drawn)	2.6	0.1	-4	2	-6	0.5	·	-4	0	-0.1	-1.0
O=C(NCc1ccc(F)cc1F)[C@@H]1CCCN1C(=O)[C@@H]1CCCN1C(=O)c1ccc(Cl)cc1	-0.6	0.7	-4	-1	0	-1.2	3	3	-6	·	-0.5
CCc1ccc(NS(=O)(=O)c2cc(OC)ccc2OC)cc1	-1.4	0.8	-4	1	0	-0.6	-2	2	1	0.5	-1.7
C[C@@H]1CCCCO[C@H](CN(C)C(=O)C2CCCCC2)[C@@H](C)CN([C@H](C)CO)C(=O)c2cc(N(C)C)ccc2O1	-1.9	-3.0	6	-13	-22	0.1	-4	1	1	0.9	-1.0
O=C(CNC(=S)N(Cc1ccccc1)Cc1cccnc1)N1CCOCC1	-0.6	-0.4	-1	1	-6	0.2	-3	-1	-5	-0.2	-1.6
Cc1cccc(/N=C2/NC(=O)C(Cc3ccccc3)S2)n1 (stereo not drawn)	-2.0	-3.2	0	5	-6	0.1	5	4	-3	2.1	-0.8
Cc1cccc(C)c1NC(=S)NCCCN1CCCC1=O	0.1	0.9	4	8	3	-0.3	3	-4	0	-1.1	-1.1
CC(=O)NS(=O)(=O)c1ccc(NC(=O)CSc2ccc(Cl)cc2)cc1	0.6	0.4	1	7	1	0.0	-2	-1	2	·	0.5
CCC(=O)[C@@]1(C)[C@H](C)C[C@H]2[C@@H]3CCC4=CC(=O)C=C[C@]4(C)[C@H]3[C@@H](O)C[C@@]21C	-2.2	-1.5	-3	0	4	0.0	-4	0	-2	-0.1	-1.5
Cc1ccc(S(=O)(=O)N2CCOCC2)cc1C(=O)Nc1nc(-c2ccccn2)cs1	-1.3	-4.6	-7	-14	-16	-3.4	-3	-4	1	-1.1	-1.1
O=C(NCc1ccccc1)c1sc(=S)n2c1[nH]c(=O)c1ccccc12	0.0	1.2	-3	-4	2	-0.3	-5	-6	0	1.1	-1.3
CCCNC(=O)c1ccccc1NC(=O)CSCc1ccc(OC)cc1	1.5	0.2	0	1	4	0.3	4	-5	-1	0.4	-0.7
C=CCNc1nc(Nc2cc(Cl)ccc2OC)nc(OC)n1	-1.0	-2.5	-2	-1	-4	-0.1	7	-3	-3	0.1	-1.4
CN(NS(=O)(=O)c1ccccc1)C(=O)c1ccccc1	0.8	-0.2	-5	12*	5	2.8	1	-3	3	-0.4	-0.6
COCCn1c(SCC(=O)NCc2ccc(F)cc2)nc2ccccc21	-1.0	-0.7	-4	8	-4	0.5	1	4	6	-0.1	-0.4
COc1ccc2ccccc2c1C=NNC(=O)CN1CCN(Cc2ccccc2)CC1	-0.6	3.6	-5	-1	-2	-1.4	0	-1	-2	·	-1.8
Cc1noc(NS(=O)(=O)c2ccc(NC(=O)c3ccc(F)cc3)cc2)c1C	0.1	-1.0	-2	-4	-1	1.5	3	-2	-4	0.2	-0.4
CCOC(=O)c1[nH]c2c(c1C)C(=O)CC(c1ccc(F)cc1)C2 (stereo not drawn)	-1.9	2.9	-2	3	2	-2.7	16	-4	0	-0.9	1.2*
Cc1ccc(C2C(C#N)=C(N)Oc3n[nH]c(-c4ccccc4)c32)o1 (stereo not drawn)	0.9	-3.8	1	-53	-68	1.1	-2	-4	-7	-0.4	-1.0
COCCn1c(SCC(=O)Nc2cc(C)on2)nc2cc(Cl)ccc2c1=O	-0.8	-0.4	2	-2	-4	1.3	19	5	-5	1.7	-1.3
O=C(COC(=O)Cc1ccsc1)NCc1ccccc1	-0.7	3.9	-1	-1	2	-0.4	-2	3	1	0.0	-1.0
Cc1nn(-c2ccccc2)c2[nH]c(=O)c(CNCCN3CCOCC3)cc12	-3.3	1.1	0	-36	-45	-0.3	-2	1	-12	-0.5	-0.2
O=C(Cn1cnc2ccccc21)N/N=C/c1ccccc1	-0.5	2.6	-5	2	4	1.0	1	0	4	0.2	-0.3

Later entries
SMILES	hcDAF12 agonist	hgDAF12 agonist	SMARCA2 act	PLCg1 inh	PLC-beta3 inh	DAX1 inh-1	NR1D1 modulator	MBD2 inh	ADAM17 inh	DAX1 inh-2	ssDAF-12 act
S=c1[nH]ncn1/N=C/c1ccccn1	0.6	-0.5	-1	2	2	0.0	6	-4	-4	1.6	-1.2
CC(C)(C)NC(=O)C(c1ccc(F)cc1)N(Cc1ccco1)C(=O)CCC(=O)Nc1nccs1 (stereo not drawn)	0.6	2.7	-2	4	-4	-0.1	1	2	-1	-0.3	-0.9
O=[N+]([O-])c1ccc(S(=O)(=O)NCC(c2cccnc2)N2CCOCC2)cc1 (stereo not drawn)	-1.5	-0.2	1	2	2	-0.2	-1	-4	-1	1.2	-0.1
Cc1c(C(=O)N2CCCC(C)(C(=O)NS(=O)(=O)C3CC3)C2)oc2ccccc12 (stereo not drawn)	0.3	0.8	-1	2	4	2.1	-4	-5	2	·	-0.5
CCCC(=O)Nc1cccc(S(=O)(=O)N(C)c2ccccc2)c1	-2.4	-4.2	-1	4	2	-0.7	3	-3	6	-0.5	-1.2
C/C(=C\C(=O)c1ccc(Br)cc1)NCc1ccc(C)cc1	-0.1	1.3	0	-7	-10	-0.7	-3	-7	1	0.3	-0.9
C=CCn1c(N)c(C(=O)NCC2CCCO2)c2nc3ccccc3nc21 (stereo not drawn)	-2.7	-4.3	1	i	i	-3.2	-3	-3	i	-1.9	-0.8
CC(=O)Nc1ccc(C(=O)CSc2nnc(-c3ccccc3F)n2CCc2ccccc2)cc1	-2.1	-4.4	-1	-1	-9	0.0	5	0	3	-0.6	-1.4
O=C(O)C1CCCN1c1nc(-c2ccc(Cl)c(Cl)c2)cc(C(F)(F)F)n1 (stereo not drawn)	-1.1	-9.1	-1	0	-4	-4.5	1	-5	-3	-1.9	-1.4
COc1ccc(Cn2nnc(C(=O)Nc3ccc4c(c3)OCCO4)c2N)cc1Br	-0.6	3.3	0	3	-7	-4.4	2	-1	0	-0.8	-0.9
CCN1C(=O)[C@@H]2[C@@H](c3ccc(-c4ccc(F)cc4)c(OC)c3)N3CCCC[C@@]3(C(=O)OC)[C@@H]2C1=O	-0.6	2.0	0	2	0	-0.3	6	1	0	0.4	-2.0
[O-][n+]1cccc(C(O)c2ccccc2)c1 (stereo not drawn)	-0.9	-1.6	0	4	-6	0.3	11	-2	5	3.7	-1.3
CCCC(=O)n1nc(-c2ccco2)nc1N	-0.9	0.2	0	2	-1	0.8	1	-5	-3	1.7	-1.2
COc1ccc(OCC(O)Cn2c(Br)nc3c2c(=O)[nH]c(=O)n3C)cc1 (stereo not drawn)	-1.1	-3.0	0	-4	-5	0.3	0	3	-8	-1.2	-1.3
COc1ccc(S(=O)(=O)Nc2ccc(S(=O)(=O)NCC3CCCO3)cc2)cc1 (stereo not drawn)	0.8	1.5	-3	-2	-4	-0.3	2	-6	-4	-1.5	-0.9
CC(=O)Nc1ccc(NC(=O)c2ccc(NS(=O)(=O)c3cc(C(C)(C)C)ccc3C)cc2)cc1	-1.5	-2.2	1	-1	0	0.1	-1	0	0	-1.2	-1.2
COc1ccc(NC(=O)C(NC(=O)CNC(C)=O)c2ccc(C)cc2)cc1 (stereo not drawn)	-1.5	-1.0	6	2	1	0.4	0	-5	-2	0.0	-0.9
CC(OC(=O)COc1ccc(C#N)cc1)C(=O)c1ccccc1 (stereo not drawn)	-1.1	0.8	-4	4	-2	1.0	-2	-4	-4	0.6	-1.5
COC(=O)c1cc(NS(=O)(=O)c2cccs2)cc(NS(=O)(=O)c2cccs2)c1	-0.2	0.2	-2	-12	-13	-0.1	1	3	-7	0.5	-0.5
CC(/C=N/Nc1ccc2nncn2n1)=C\c1ccccc1	-0.8	2.2	2	-21	-29	0.4	5	-2	0	-0.8	-0.9
CCc1noc(C)c1C(=O)N(CCCOC)c1c(N)n(Cc2ccccc2)c(=O)[nH]c1=O	0.8	-0.9	2	2	-2	2.7	-6	-4	0	2.1	-0.5
COc1ccc(NC(=O)C2CC(=O)N(c3cccc(C)c3C)C2)cc1 (stereo not drawn)	0.9	0.3	-1	1	4	0.2	-3	4	1	0.9	-1.2
C=CCn1c(SCC(=O)Nc2ccc3c(c2)OCCO3)nc2cc(C(=O)O)ccc2c1=O	-0.4	2.4	-2	1	-17	0.6	5	7	-3	-0.2	-1.1
CC(=O)c1ccc(N2C(=O)CC(N3CCN(S(=O)(=O)c4cc(C)ccc4C)CC3)C2=O)cc1 (stereo not drawn)	-0.2	-2.6	-2	-12	-2	1.4	2	1	-1	-0.8	-0.9
Cc1sc(NC(=O)c2ccco2)c(C(c2ccncc2)N2CCOCC2)c1C (stereo not drawn)	-1.6	-2.2	5	-51	-64	-0.9	2	6	-3	-0.2	-1.9

Next entries:
SMILES	hcDAF12 agonist	hgDAF12 agonist	SMARCA2 act	PLCg1 inh	PLC-beta3 inh	DAX1 inh-1	NR1D1 modulator	MBD2 inh	ADAM17 inh	DAX1 inh-2	ssDAF-12 act
CN(C)c1ccc(P(=O)(OCc2ccccc2)C(O)c2cccnc2)cc1 (stereo not drawn)	-1.3	2.0	-2	-1	1	0.2	0	0	-3	0.6	-1.0
C=CCOC(=O)C1=C(C)Nc2ncnn2C1c1cccs1 (stereo not drawn)	-0.5	-1.8	1	4	4	-0.2	-2	-4	-2	-0.5	-1.0
COC(=O)c1sc(NC(=O)c2ccoc2C)nc1C	-0.6	3.1	0	0	-2	1.3	2	5	-2	-0.7	-0.3
COc1ccc(CNC(=O)c2csc(Cc3ccc(OC)cc3)n2)cc1	-0.4	-1.4	0	4	2	0.4	-4	-2	-2	0.9	-1.1
Cc1nn(C(=O)c2cccnc2)c(C)c1C	-0.2	-0.2	-1	6	4	0.3	1	2	-2	0.6	-0.7
COC(=O)c1cn(C(=O)OC)c2ccccc12	-0.8	-1.4	-2	0	0	-0.1	2	2	0	0.8	-0.8
O=C(NC1CCCCC1)NC1CC2CCCC(C1)N2C1CCCC1 (stereo not drawn)	-2.0	0.3	0	0	1	0.0	-1	-2	2	-0.5	-0.5
CC[C@@H](C)[C@H](NC(=O)CCc1c(C)c2cc3c4c(oc3c(C)c2oc1=O)CCCC4)C(=O)O	-4.8	-8.6	-8	-419	i	-0.5	-8	1	-203	-0.4	-2.0
CN(C)CCOc1ccccc1C(C)(C)C	-0.8	2.9	-1	4	3	-0.8	0	1	-2	0.3	-0.9
Cc1nnc(NC(=O)Nc2cccc(Cl)c2)s1	0.6	11*	3	-1	2	0.9	-3	2	-1	0.2	0.4

A few values from the entries so far.
Result for O=C(NC1CCCCC1)NC1CC2CCCC(C1)N2C1CCCC1 (stereo not drawn) in ADAM17 inh: 2
Result for CC[C@@H](C)[C@H](NC(=O)CCc1c(C)c2cc3c4c(oc3c(C)c2oc1=O)CCCC4)C(=O)O in DAX1 inh-1: -0.5
